Source: PubChem
A-T KAP1 phos: potential ataxia-telangiectasia treatment. Potency, µM (series often up to 57.5 µM), without a hit: top-dose activation, most hits filed as activators. […] A-T fibroblasts, KAP-1 phosphorylation AlphaLISA; neocarzinostatin DNA damage 30 min before lysis. 320,000 compounds, 0.19% hits; note: potency is the fitted concentration of half-maximal effect; % of control where 0% means no effect; nearly all actives have a fitted effect of over 45% in size
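hTERT-immortalized A-T patient fibroblasts ([…]), 500 cells/well in OPTI-MEM, 1% FBS, got compounds for 60 min, then NCS for 30 min at 37C. Lysates were then assayed for phospho-KAP-1 by AlphaLISA (anti-pKAP1 donor, anti-KAP1 acceptor beads), 6 hr at 25C.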
GALK inh: galactokinase (human) inhibition; P51570; Purified GALK, Kinase-Glo residual ATP luminescence; Potency, µM (doses to about 57.5 µM), inactives show at the top dose activity change, negative = inhibition, most hits filed as inhibitors; 270,000 compounds, 0.007% hits; AID 1868; note: potency is the fitted concentration of half-maximal effect; % is set by controls: 0 for no effect and ±100 for the full control effect
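ATP-depletion format; final 35 uM ATP, 100 uM D-galactose, 5 nM enzyme; pH 8.0 HEPES/Mg2+ buffer; 60 min RT; luminescence read 10 min after detection reagent.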
Integrin act MD: activates integrin-mediated alleviation for muscular dystrophy; alpha7betagal myoblasts, beta-gal FDG fluorescence, 48 h; Potency, µM (top dose mostly 38.3 µM), for the others: top-dose activation, usual class: activators; 350,000 compounds, 0.064% hits; AID 624291;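 note: potency is the fitted concentration of half-maximal effect; 100% = response of the positive control SU9516; nearly all actives have a fitted effect of over 60% in size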
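Alpha7betagal+/- myoblasts (passage 13) were plated 16-24 hr, then exposed to compounds (1:260 dilution of DMSO stock) for 48 hours at 37C. After MPER lysis, β-galactosidase reporter activity was read as FDG fluorescence (ex 480/em 540) after 30 minutes.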
KCNH2 3.1 inh: inhibitors of human KCNH2 3.1 potassium channel isoform; AID 720553; U2OS KCNH2 3.1, thallium flux FluxOr; active compounds read low; activity change, % (tested at about 1.8 µM); 340,000 compounds, 0.95% hits;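 active = maximum activity change below -70%; inconclusive = maximum activity change from -70% to -50%; inactive = maximum activity change above -50%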;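 note: thallium influx rate constant from kinetic fluorescence after stimulation buffer; % is set by controls: 0 for no effect and ±100 for the full control effect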
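Kinetic fluorescence (2 min after stimulation buffer) measures Tl+ influx through KCNH2 3.1 expressed by viral transduction in U2OS cells; the rate constant is normalized against DMSO controls serving as positive and negative references.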
FBPA coupling cs: coupling enzyme interference in Giardia aldolase counter-screen. 290,000 compounds, 0.67% hits. activity change, negative = inhibition, % at 58.2 µM, hits read low. AID 2472. coupling enzyme system counterscreen, AmpLite Red fluorescence; in the data active = activity change below about -30%; note: % is set by controls: 0 for no effect and ±100 for the full control effect
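Activity here indicates interference with the coupling reaction, not aldolase inhibition. Compounds at 57.5 uM final met coupling enzymes for 10 min at RT; substrate and AmpLite Red detection followed, with a 525/598 nm fluorescence read after 20 min.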
ASM inhibitor: blocks human secretory acid sphingomyelinase. P17405. placental ASM, HMU-PC fluorogenic substrate, 60 min. Potency, µM (doses to about 57.5 µM), without a hit: at the top dose activity change, negative = inhibition, most hits filed as inhibitors. 340,000 compounds, 0.006% hits. AID 504937; note: potency is the fitted concentration of half-maximal effect
Target sequence (P17405 47-631 limits assumed): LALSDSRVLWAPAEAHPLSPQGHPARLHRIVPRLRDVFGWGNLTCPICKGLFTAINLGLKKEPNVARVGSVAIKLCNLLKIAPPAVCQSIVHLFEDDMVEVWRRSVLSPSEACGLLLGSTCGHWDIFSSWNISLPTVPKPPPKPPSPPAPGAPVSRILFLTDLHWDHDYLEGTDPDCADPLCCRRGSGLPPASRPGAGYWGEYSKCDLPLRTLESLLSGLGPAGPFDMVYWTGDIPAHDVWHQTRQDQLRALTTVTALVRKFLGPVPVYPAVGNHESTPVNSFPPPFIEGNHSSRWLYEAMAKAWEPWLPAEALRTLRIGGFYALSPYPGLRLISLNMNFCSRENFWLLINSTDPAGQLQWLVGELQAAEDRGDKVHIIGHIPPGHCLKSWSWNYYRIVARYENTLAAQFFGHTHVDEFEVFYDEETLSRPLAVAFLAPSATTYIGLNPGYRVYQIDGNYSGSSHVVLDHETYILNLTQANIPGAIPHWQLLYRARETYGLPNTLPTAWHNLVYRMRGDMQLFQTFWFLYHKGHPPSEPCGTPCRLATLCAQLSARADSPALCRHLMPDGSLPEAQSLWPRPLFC
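HMU-PC0 cleavage (9 uM final) by human placental ASM, 60 min at 37 °C following 10 min compound exposure at RT; stopped at pH 10, fluorescence Ex 386/Em 447 nm.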
MBNL1 CUG block: MBNL1-poly(CUG) RNA binding inhibition | TR-FRET MBNL1-His/biotin-(CUG)12 binding, 665/545 ratio | Potency, µM (titrated, usually from 57.5 µM), for the others: at the top dose activity change, negative = inhibition, actives largely listed as inhibitors | 280,000 compounds, 0.036% hits | AID 2675; active = well fitted inhibition curve with a large enough effect in the signal ratio, with a control signal flat, not every such curve was filed as active; inconclusive = small, poorly fitted or top-dose-only effect, or effect the other way, or a change in a side signal; inactive = no such curve, though single readings can be large or run the other way; the % refers to the signal ratio; note: potency is the fitted concentration of half-maximal effect; % is set by controls: 0 for no effect and ±100 for the full control effect
Target sequence (Q9NR56 whole entry, looked up): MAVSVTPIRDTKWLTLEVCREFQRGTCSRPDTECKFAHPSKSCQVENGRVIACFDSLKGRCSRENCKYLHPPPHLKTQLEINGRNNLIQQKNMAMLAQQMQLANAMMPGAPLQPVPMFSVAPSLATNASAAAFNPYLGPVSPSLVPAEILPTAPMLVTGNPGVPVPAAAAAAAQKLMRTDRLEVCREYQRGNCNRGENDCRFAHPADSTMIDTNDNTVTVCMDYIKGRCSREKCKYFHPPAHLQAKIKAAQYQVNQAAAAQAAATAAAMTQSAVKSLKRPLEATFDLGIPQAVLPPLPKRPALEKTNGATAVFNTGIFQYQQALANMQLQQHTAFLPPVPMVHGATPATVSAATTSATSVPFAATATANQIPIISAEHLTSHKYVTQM
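MBNL1-His + Biotin-(CUG)12, cpd titration 92 nM–58 uM; Tb anti-His Ab 0.055 ng/ul, SA-XL665 5 nM (final); 60 min RT; ratiometric 665/545 nm, Ex 340 nm; normalized to buffer and full-complex controls.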
hERG WT inh: KCNH2 (human, wildtype) channel inhibition; Q12809; U2OS, BacMam KCNH2, thallium flux FluxOr; active compounds read low; activity change, % at 1.84 µM; 340,000 compounds, 0.37% hits; AID 720551;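 active = maximum activity change below -70%; inconclusive = maximum activity change between -70% and -50%; inactive = maximum activity change above -50%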; note: % is set by controls: 0 for no effect and ±100 for the full control effect
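U2OS cells were transduced with wild-type KCNH2 virus (2.03 x 10^8 / mL) for 4 h at room temperature, then cultured overnight at 37 C. Thallium flux was read with FluxOr dye. Rate constants were normalized to DMSO controls.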
TRPV1 agonist: agonists of human vanilloid receptor 1 (TRPV1) | activation, % at 8.33 µM | 320,000 compounds, 0.19% hits | TRPV1-expressing cells, Fluo-8 calcium influx, agonist mode | Q8NER1; in the data active = activation above about 80%; inconclusive = between about 30% and that limit; note: 0% is about no effect
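Fluo-8 calcium influx in TRPV1-expressing cells, kinetic read (ex 480/em 520 nm). Compound added and read 3 min for agonist activity, followed by capsaicin at EC20 final and 2 min further read for enhancement.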
CXXC DNA block: blocks binding of human MLL CXXC domain to DNA | MLL-CXXC / FITC-HOXA9 DNA fluorescence polarization | Potency, µM (highest dose often 115 µM), for the others: at the highest dose activity change, negative = inhibition, actives largely listed as inhibitors | 290,000 compounds, 0.037% hits | AID 2662; active = well fitted inhibition curve with a large enough effect in the polarisation, with a control signal flat, not every such curve was filed as active; inconclusive = small, poorly fitted or top-dose-only effect, or effect the other way, or a change in a side signal; inactive = no such curve, though single readings can be large or run the other way; the % refers to the polarisation; note: potency is the fitted concentration of half-maximal effect
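Purified MLL-CXXC (added from a 7 uM solution) was preincubated 5 min at ambient with pinned compounds in 50 mM Tris-HCl pH 7.5, 50 mM NaCl, 1 mM DTT, 0.05% BSA. Fluorescein-labeled HOX-A9 DNA (50 nM solution) followed, 30 min, then polarization read.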
The depositor's hits bear a star; ? = inconclusive; . = not tested or not shown; [ ] = another dose, or the depositor's remark. Unless noted, calls come from the whole dose curve; as a rule, active = well fitted curve in the direction sought with a large enough effect; inconclusive = small, poorly fitted or top-dose-only effect, or another doubt; inactive = no such curve, though single readings can be large; an effect the other way counts as inactive or inconclusive.

entry	SMILES	A-T KAP1 phos	GALK inh	Integrin act MD	KCNH2 3.1 inh	FBPA coupling cs
1	C=CCn1c(C)cc(C(=O)COC(=O)/C=C/c2ccc(OC)cc2)c1C	0%	-8%	-10%	?	1
2	O=C(CCCn1c(SCc2cccc(F)c2)nc2ccccc2c1=O)NCC1CCCO1 (stereo not drawn)	4%	-4%	10%	12	1
3	O=C(c1ccc([N+](=O)[O-])cc1)N1CCN=C1SCc1ccccc1	6%	-2%	-7%	-11	0
4	CN1OC(COC(=O)c2ccc(Cl)cc2)CC1c1ccccc1 (stereo not drawn)	4%	-1%	19%	-2	1
5	CCc1ccc(NC(=O)C(C)OC(=O)CCN2C(=O)C3CC=CCC3C2=O)cc1 (stereo not drawn)	.	.	1%	-11	.
6	O=C(Cc1c(O)c2ccccc2[nH]c1=O)NC1CCCCCC1	-2%	0%	18%	3	1
7	COc1ccc(OCc2nnc(SCC(=O)NC3CC3)n2C)cc1	1%	-4%	7%	47	3
8	O=C(CN1CCCCC1)Nc1cccc(Br)c1	-2%	-1%	0%	-33	-1
9	O=C(CS(=O)(=O)Cc1ccccc1)NCC1CCCO1 (stereo not drawn)	-2%	-3%	11%	14	-1
10	O=C(Cn1nc(Br)nc1Br)c1ccccc1	-1%	2%	5%	4	-1
11	CC(C)c1cc(CN2CCN(C3CCCC3)C(CCO)C2)[nH]n1 (stereo not drawn)	9%	5%	-5%	-4	0
12	C=CCN1CCc2c(cc(O)c(O)c2Br)[C@@H](c2ccccc2)C1	.	.	.	-9	.
13	COc1ccc(C(=O)Nc2ccccc2C(=O)O)cc1Cl	-3%	1%	3%	-29	-15
14	COc1cccc(CNC(=O)c2ccc3c(c2)S(=O)(=O)N=C2CCCCCN23)c1	-11%	-9%	12%	2	.
15	O=C(CSc1nnc(Cn2cnc3ccccc32)o1)Nc1cccc2ccccc12	-6%	-1%	-10%	-8	2

entry	ASM inhibitor	MBNL1 CUG block	hERG WT inh	TRPV1 agonist	CXXC DNA block
1	-3%	7%	.	5	16%
2	-4%	0%	1	18	0%
3	-3%	?	11	12	0%
4	0%	-11%	1	4	7%
5	-1%	.	-5	.	.
6	6%	3%	9	7	-11%
7	1%	-6%	1	-3	-5%
8	0%	-5%	32	0	1%
9	-1%	5%	-4	-4	0%
10	-1%	1%	4	-3	?
11	0%	-6%	-13	-1	-7%
12	3%	.	-2	.	16%
13	16%	.	5	-1	2%
14	0%	-3%	2	3	42%[activator]
15	-8%	0%	-17	-3	2%

Some entries already given, reduced to TRPV1 agonist and hERG WT inh:
| item | Structure | TRPV1 agonist | hERG WT inh |
| --- | --- | --- | --- |
| 12 | C=CCN1CCc2c(cc(O)c(O)c2Br)[C@@H](c2ccccc2)C1 | . | -2 |
| 13 | COc1ccc(C(=O)Nc2ccccc2C(=O)O)cc1Cl | -1 | 5 |

Additional compounds
entry	SMILES	A-T KAP1 phos	GALK inh	Integrin act MD	KCNH2 3.1 inh	FBPA coupling cs
16	N#C/C(=C\c1ccc(F)cc1)c1n[nH]c(Cn2cncn2)n1	4%	-3%	-10%	10	1
17	CCN(CC)C(=O)C1CCCN(c2ccc([N+](=O)[O-])cc2)C1 (stereo not drawn)	-3%	7%	-28%	4	-2
18	S=c1[nH]nc(COc2ccccc2)n1/N=C/c1ccccn1	-2%	1%	-25%	-4	3
19	Cc1nc(NC(=O)CSc2nnc(-c3ccncc3)n2C)sc1C	-3%	1%	2%	2	1
20	O=C(NCCCN=C1NS(=O)(=O)c2ccccc21)c1ccc(S(=O)(=O)N2CCCCC2)cc1	.	0%	-2%	-11	9
21	Cc1cc(C(=O)NNC(=O)c2cccs2)c(C)o1	4%	.	12%	12	.
22	O=C(O)c1ccc(NC(=O)c2cccs2)cc1	4%	-1%	2%	-18	2
23	O=C(Nc1ccc(NC(=O)c2cccs2)cc1)c1ccc(Br)o1	0%	0%	2%	-6	2
24	COc1ccc(NC(=O)COC(=O)CNS(=O)(=O)c2ccccc2)cc1OC	-1%	1%	-10%	-17	0
25	Cc1ccc(SCc2noc(-c3c(C)noc3C)n2)cc1	12%	5%	2%	2	6
26	O=C(Nc1ccccc1)c1cc(S(=O)(=O)N2CCOCC2)cs1	2%	0%	18%	0	0
27	CCn1c(SCC(=O)N2CCN(c3ccccc3)CC2)nnc1-c1cc2cc(Cl)ccc2o1	-1%	-4%	-29%	-13	2
28	CC(C(=O)Nc1ccc2c(c1)OCCO2)n1nnc(-c2ccccc2)n1 (stereo not drawn)	1%	-1%	1%	3	-1
29	CN(/N=C/c1ccc(Cl)cc1)c1ncc(Cl)cc1C(F)(F)F	36%	10%	-10%	2	2
30	COc1ccc(OCCSc2ncn[nH]2)cc1	1%	-6%	-13%	3	.

entry	ASM inhibitor	MBNL1 CUG block	hERG WT inh	TRPV1 agonist	CXXC DNA block
16	3%	11%	-1	2	2%
17	-5%	?	-24	1	-2%
18	2%	-7%	-3	-1	-9%
19	7%	-1%	-14	-1	?
20	-1%	-4%	-12	4	7%
21	0%	.	4	1	.
22	5%	-5%	-4	-2	0%
23	-1%	-1%	-1	-4	-3%
24	1%	-6%	-10	-1	-4%
25	1%	5%	11	3	-1%
26	-1%	0%	16	?	-4%
27	-9%	6%	-5	-1	15%
28	0%	0%	-1	15	0%
29	-2%	5%	-3	1	0%
30	3%	0%	-3	-1	-5%

Complete entries, quoted from the list. Order of values: A-T KAP1 phos, GALK inh, Integrin act MD, KCNH2 3.1 inh, FBPA coupling cs, ASM inhibitor, MBNL1 CUG block, hERG WT inh, TRPV1 agonist, CXXC DNA block
Cc1ccc(SCc2noc(-c3c(C)noc3C)n2)cc1 reads 12%, 5%, 2%, 2, 6, 1%, 5%, 11, 3, -1%
S=c1[nH]nc(COc2ccccc2)n1/N=C/c1ccccn1 reads -2%, 1%, -25%, -4, 3, 2%, -7%, -3, -1, -9%

Continued.
entry	SMILES	A-T KAP1 phos	GALK inh	Integrin act MD	KCNH2 3.1 inh	FBPA coupling cs
31	Cc1cccc(NC(=O)COC(=O)Cc2cccs2)c1C	4%	.	-1%	2	.
32	O=C(c1ccco1)N1CCN=C1SCc1ccc(F)cc1	5%	-2%	-11%	16	1
33	Cn1cccc1/C=C1\SC(=S)N(NC(=O)c2ccccc2O)C1=O	-11%	-2%	-20%	4	7
34	COC(=O)C1CN(C(=O)COc2ccccc2)c2ccccc2O1 (stereo not drawn)	14%	.	-7%	7	-1
35	O=C(Nc1cccnc1)c1cccc(S(=O)(=O)N2CCc3ccccc32)c1	14%	-2%	-35%	5	2
36	O=C(NCC1OCCc2ccccc21)c1ccc(NC(=O)c2ccc(Cl)cc2Cl)cc1 (stereo not drawn)	2%	0%	-27%	-10	2
37	CCN(C[C@H]1N[C@@](Cc2ccccc2)(C(=O)OC)[C@H]2C(=O)N(Cc3ccccc3)C(=O)[C@@H]12)C(=O)COc1ccccc1	.	.	9%	-5	.
38	Cc1ccc(C)c(NC(=O)CSc2nnc(-c3ccncc3)n2N)c1	5%	2%	12%	10	3
39	Cn1c(=O)c2c(ncn2CCc2ccccc2)n(C)c1=O	0%	-2%	20%	17	0
40	O=C(O)C1CCN(S(=O)(=O)Cc2ccccc2)CC1	0%	.	-1%	4	-4
41	CC1CCc2c(C(=O)Nc3cccc(-c4nn[nH]n4)c3)csc2C1 (stereo not drawn)	3%	-6%	?	0	6
42	Cc1ccc(COCCN2CCN(S(=O)(=O)c3ccc(C)cc3)CCC2=O)cc1	1%	.	0%	8	3
43	Cc1cc(N2C(=O)CCC2=O)n(-c2ccccc2)n1	0%	1%	2%	5	-1

entry	ASM inhibitor	MBNL1 CUG block	hERG WT inh	TRPV1 agonist	CXXC DNA block
31	-1%	.	-21	8	.
32	-1%	7%	0	-1	-9%
33	?	?	8	14	127%[activator]
34	5%	-6%	-11	6	-6%
35	-3%	-5%	7	?	-3%
36	-6%	?	-11	4	25%
37	-3%	.	-7	.	.
38	6%	2%	0	0	4%
39	0%	-6%	9	7	-6%
40	6%	-4%	-1	1	11%
41	12%	0%	1	-3	-16%
42	-1%	-5%	12	15	-2%
43	-2%	7%	-4	1	5%

Sorted by the number under ASM inhibitor (falling): 3 from the list above
nr	Structure	GALK inh	Integrin act MD	ASM inhibitor	TRPV1 agonist	CXXC DNA block
40	O=C(O)C1CCN(S(=O)(=O)Cc2ccccc2)CC1	.	-1%	6%	1	11%
39	Cn1c(=O)c2c(ncn2CCc2ccccc2)n(C)c1=O	-2%	20%	0%	7	-6%
35	O=C(Nc1cccnc1)c1cccc(S(=O)(=O)N2CCc3ccccc32)c1	-2%	-35%	-3%	?	-3%
